# Screening data (PubChem BioAssay)
# ERG-DNA inh = blocks human ERG Ets domain binding to DNA. fluorescence polarization, His-ERG Ets domain / labelled DNA. P11308. Potency, µM (doses to about 76.9 µM), inactives show at the top dose FP activity, negative = inhibition, actives largely listed as inhibitors. hit rate 0.028% among 370,000; active = well fitted inhibition curve with a large enough effect in the polarisation, with a control signal flat; inconclusive = small, poorly fitted or top-dose-only effect, or effect the other way, or a change in a side signal; inactive = no such curve, though single readings can be large or run the other way; the % refers to the polarisation;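 also: polarization taken with two DNA probes labelled with fluorescein and Texas red; potency is read from the fitted curve at half-maximal effect; % of control where 0% means no effect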
#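 His-tagged ERG Ets domain (1 uM in the protein solution; 300mM KCl, 50mM Tris-HCl, 1mM EDTA, 1mM DTT, pH 7.5) received compound, then a probe mix of 5 nM fluorescein-DNA and 100nM Texas-615-DNA. Fluorescence polarization was read for both dyes.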
# Apoferritin bind = binds horse apoferritin like a general anesthetic | apoferritin/1-aminoanthracene competitive binding, fluorescence | P02791 | Potency, µM (titrated, usually from 77.5 µM), for inactives: at the highest dose activity change, negative = displacement, actives largely listed as inhibitors | AID 485281 | hit rate 0.074% among 350,000; also: potency is read from the fitted curve at half-maximal effect; % is scaled to controls: 0 for no effect and ±100 for the full control effect; nearly all actives have a fitted effect of over 20% in size
# Target sequence (P02791 2-175 limits assumed): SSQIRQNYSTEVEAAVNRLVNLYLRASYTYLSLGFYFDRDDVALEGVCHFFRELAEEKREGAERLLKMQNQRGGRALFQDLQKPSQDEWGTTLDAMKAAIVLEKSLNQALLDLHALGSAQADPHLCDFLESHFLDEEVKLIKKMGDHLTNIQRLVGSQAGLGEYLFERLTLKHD
#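 Apoferritin-based anesthetic binding model; compound displacement of fluorescent 1-AMA measured as endpoint fluorescence after 10 minutes at room temperature, scaled to free-ligand and complex controls.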
# LDHA block = inhibitors of human lactate dehydrogenase A; P00338; purified LDHA, NADH/diaphorase-resazurin fluorescence; hits give low values; activity change, % (values are at about 110 or 230 µM); hit rate 0.15% among 480,000; in the data active = activity change below about -30%; inconclusive = mostly about -25% to -30%;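 also: plate controls were DMSO wells for no effect and wells without enzyme for full effect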
#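 Resorufin fluorescence (ex540/em590), read at 0 and 20 min after diaphorase/resazurin addition, reports the NADH left after a 5 min room-temperature reaction of 2 nM human LDH5 with 0.06 mM NADH and 0.2 mM pyruvate.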
# 12-LOX inh = blocks human arachidonate 12S-lipoxygenase; P18054; purified 12hLO, xylenol orange hydroperoxide absorbance; Potency, µM (highest dose often 108 µM), without a hit: at the top dose activity change, negative = inhibition, actives largely listed as inhibitors; hit rate 1.1% among 580,000; AID 1671190; also: potency is read from the fitted curve at half-maximal effect; % is scaled to controls: 0 for no effect and ±100 for the full control effect
#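 Hydroperoxide product was detected by ferrous iron/xylenol orange as the 573 to 405 nm absorbance ratio. Arachidonic acid at 40 uM (final) was turned over for 30 min at room temperature by 150 nM human 12hLO, pH 7.0 Hepes buffer, after 15 min compound preincubation.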
# POLH inh = blocks human DNA polymerase eta activity; Q9Y253; Potency, µM (series often up to 114 µM), without a hit: top-dose activity change, negative = inhibition, hits mostly inhibitors; recombinant Pol eta, fluorescent DNA replication assay; AID 588591; hit rate 1.2% among 390,000; also: potency is read from the fitted curve at half-maximal effect; % is scaled to controls: 0 for no effect and ±100 for the full control effect
#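 Pol eta (10 nM) was preincubated with compounds for 15 min at room temperature, after which fluorescent replication substrate (50 nM final) was added to start the reaction. Fluorescence was read kinetically at 0 and 10 min.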
# Pol kappa inh = DNA polymerase kappa (human) inhibition. Q9UBT6. purified Pol kappa, fluorescent DNA synthesis assay, 10 min. Potency, µM (titrated, usually from 107 µM), for the others: at the highest dose activity, negative = inhibition, usual class: inhibitors. hit rate 0.53% among 400,000; also: potency is read from the fitted curve at half-maximal effect; % is scaled to controls: 0 for no effect and ±100 for the full control effect
# Target sequence (Q9UBT6 whole entry, looked up): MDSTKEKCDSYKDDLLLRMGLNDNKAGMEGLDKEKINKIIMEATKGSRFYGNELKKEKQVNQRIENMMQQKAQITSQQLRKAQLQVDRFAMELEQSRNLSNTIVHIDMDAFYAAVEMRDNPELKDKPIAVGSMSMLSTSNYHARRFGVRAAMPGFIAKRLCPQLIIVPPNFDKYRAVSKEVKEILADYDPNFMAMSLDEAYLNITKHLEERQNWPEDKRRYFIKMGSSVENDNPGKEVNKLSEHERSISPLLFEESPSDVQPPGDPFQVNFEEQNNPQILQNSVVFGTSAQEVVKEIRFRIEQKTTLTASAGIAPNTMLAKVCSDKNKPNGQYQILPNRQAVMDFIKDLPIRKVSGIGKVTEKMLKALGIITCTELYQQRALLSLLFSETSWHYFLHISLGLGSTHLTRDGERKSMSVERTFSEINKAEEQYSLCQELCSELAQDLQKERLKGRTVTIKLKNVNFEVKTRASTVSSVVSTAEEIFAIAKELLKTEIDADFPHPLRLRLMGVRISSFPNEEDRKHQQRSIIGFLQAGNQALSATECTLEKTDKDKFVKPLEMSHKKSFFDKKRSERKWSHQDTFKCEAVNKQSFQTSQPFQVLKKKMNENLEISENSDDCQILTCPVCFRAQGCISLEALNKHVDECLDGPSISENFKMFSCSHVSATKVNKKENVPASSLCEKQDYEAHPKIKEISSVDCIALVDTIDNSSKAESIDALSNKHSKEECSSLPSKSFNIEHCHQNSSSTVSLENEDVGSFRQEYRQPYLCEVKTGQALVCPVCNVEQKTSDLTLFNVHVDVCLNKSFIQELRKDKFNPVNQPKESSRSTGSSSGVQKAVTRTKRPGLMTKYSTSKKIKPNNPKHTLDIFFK
#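 10 nM Pol kappa was preincubated with compounds for 15 min at room temperature. Reaction started with 50 nM (final) substrate. Fluorescence read kinetically at 0 and 10 min.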
# APE1 inh = APE1 (human) endonuclease inhibition | Potency, µM (doses to about 65.8 µM), for the others: at the top dose activity change, negative = inhibition, actives largely listed as inhibitors | hit rate 0.35% among 350,000 | P27695 | recombinant APE1, TAMRA/BHQ-2 abasic DNA cleavage fluorescence;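 also: potency is read from the fitted curve at half-maximal effect; plate controls were vehicle for no effect and reference inhibitor for full effect; nearly all actives have a fitted effect of over 55% in size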
#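 Endonuclease cleavage of a quenched abasic-site DNA duplex (50 nM) by APE1 (0.75 nM) was tracked by TAMRA dequenching. Compounds were preincubated with enzyme 15 min at room temperature; data normalized to buffer-only and DMSO wells plus NSC13755 control.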
# RGS4 inh = inhibitors of human regulator of G protein signaling 4 | Transcreener GDP fluorescence polarization, RGS4-accelerated GTP hydrolysis | Potency, µM (series often up to 114 µM), inactives show at the highest dose activity change, negative = inhibition, usual class: inhibitors | AID 504845 | hit rate 0.039% among 390,000 | P49798; also: potency is read from the fitted curve at half-maximal effect; % is scaled to controls: 0 for no effect and ±100 for the full control effect; nearly all actives have a fitted effect of over 75% in size; some results filed as inactive show a strong effect at the top dose
#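 MLSMR compounds (23 nl, pin-transferred) preincubated 10 min at room temperature with a 500nM (2x) first reagent, then RGS4 at 900nM (2x) plus Transcreener GDP mix added; fluorescence polarization (620/688 nm) read before and after 90 min at 30 °C.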
# Pol beta inh = blocks human DNA polymerase beta activity; Potency, µM (highest dose often 114 µM), without a hit: at the top dose activity change, negative = inhibition, hits mostly inhibitors; AID 485314; hit rate 1.3% among 340,000; Pol beta primer extension/strand displacement, fluorescence kinetic; P06746; also: potency is read from the fitted curve at half-maximal effect; % is scaled to controls: 0 for no effect and ±100 for the full control effect
#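 Pol beta (10 nM) and compounds were preincubated 15 min at room temperature, then 50 nM substrate (final) started primer extension/strand displacement. Reads were taken at 0 and 10 min; concentration-response data were fitted to a four-parameter Hill equation.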
# * = called active by the depositor; ? = inconclusive; / = no result given; & = joins results of further samples; [ ] = another dose, or the depositor's remark. Unless noted, calls follow the shape of the dose curve; as a rule, active = well fitted curve in the direction sought with a large enough effect; inconclusive = small, poorly fitted or top-dose-only effect, or another doubt; inactive = no such curve, though single readings can be large; an effect the other way counts as inactive or inconclusive. A portion of the library, so the mix of outcomes need not match the whole.
SMILES,ERG-DNA inh,Apoferritin bind,LDHA block,12-LOX inh,POLH inh,Pol kappa inh,APE1 inh,RGS4 inh,Pol beta inh
CN(c1ccccc1)S(=O)(=O)c1cccc(C(=O)NCC(=O)Nc2ccc(F)c(F)c2F)c1,-14%,/,-8,72%[activator],-22%,2%,-5%,-29%,/
O=C(Nc1ccccc1F)C1CCN(C(=O)NC2CCCCC2)CC1,2%,-6%,3,20%,-8%,-1%,49%[activator],-29%,2%
CC1CCCCN1C(=O)COC(=O)c1n[nH]c2ccccc12 (centres undefined),-2%,?,-8,0%,4%,-2%,3%,2%,0%
COc1ccc2nc(-n3c(C)ccc3C)sc2c1,/,-14%,3,?,-13%,-4%,7%,-9%,-10%
COCc1cc(Sc2ccc(Cl)cc2)nc(C)n1,3%,-9%,-7,2%,-23%,5%,5%,4%,1%
O=C(NCCCc1nc2ccccc2n1Cc1ccc(Cl)cc1Cl)c1ccco1,0%,2%,7,?,-21%,9%,/,-5%,?
CC(C)C[C@@H](CO)N1CCN(CCc2ccccc2)CCC1=O,0%,15%,5,4%,-2%,12%&-2%,25%,10%,15%
COc1cc(C=C(c2nc3ccccc3s2)c2nc3ccccc3s2)ccc1O,100%[activator],5%,12,?,-21%,-7%,-7%,-9%,2%
CCNC(=O)N1CCOCC1,/,-4%,-6,-5%,2%,-12%,-1%,16%,4%
CCOC(=O)c1sc(=NC(=O)CCSc2ccccc2)n(C)c1C,-9%,-11%,1,-6%,-7%,1%,1%,5%,6%
O=[N+]([O-])c1ccc(CN2CCN(c3ccccc3)CC2)o1,-2%,-7%,-11,?,-14%,-11%,16%,23%,5%
CCOc1ccc(NC(=O)N(C2CCCCC2)C(C)c2ccncc2)cc1 (centres undefined),-4%,-10%,4,2%,-5%,-12%,-1%,22%,26%
COc1ccc(N2CCN(CC(=O)Nc3ccc(-n4cnnn4)cc3)CC2)cc1,/,-5%,3,2%,0%,-2%[60.1 µM],7%,-17%,3%
CC(=O)N1CCc2cc(S(=O)(=O)NC(C)c3ccccc3)ccc21 (centres undefined),4%,-6%,-2,2%,-12%,6%,38%,4%,22%
Cc1c(/C=N/n2cnnc2)c2ccccc2n1CCOc1ccc(Cl)cc1,-3%,-24%,-6,-1%,-4%,-5%,1%,-23%,?
O=C1CCC(=O)N(O)CCCCCNC(=O)CCC(=O)N(O)CCCCCNC(=O)CCC(=O)N(O)CCCCCN1,-2%,-4%,5,-27%,5%,-5%,12%,-19%,?
CCC(C)Sc1cc(-c2nc3ccccn3c2NC2CCCCC2)ccc1OC (centres undefined),7%,/,4&2,?,-16%,1%,-34%,-12%,/
Cc1c(/C(Cc2ccccc2)=N/O)c2ccccc2n1C,0%,-14%,-6,0%,-18%,-25%,-5%,8%,-17%
Cc1ccc(/C(N)=N/OC(=O)c2ccc(F)cc2)cc1,-3%,-10%,4,-9%,-7%,-6%,-2%,-18%,0%
Cc1ccc(-n2c(N)cc(=O)nc2SCC(=O)N2CCN(c3ccccc3)CC2)cc1C,-9%,-11%,-4,60%[activator],-4%,0%,11%,-6%,?
CC(=O)Oc1ccc(Oc2ccc(-c3noc(C)n3)cc2)cc1,-3%,-13%,-2,3%,-12%,-17%,0%,-3%,3%
O=C(COc1ccccc1)NCC(=O)N/N=C/c1cccs1,-10%,?,-4,-14%,-18%,-7%,-1%,-1%[11.4 µM],2%
O=C(CSc1nc(O)c(Cc2ccccc2)c(=O)n1-c1ccccc1)N1CCOCC1,-2%,-2%,-1,22%,-17%,-3%,13%,10%,-16%
O=C(CNc1ccccc1OC(F)F)N1CCc2ccccc21,1%,-21%,-9,-7%,-14%,0%,5%,-7%,16%
CC(=O)c1cccc(NC(=O)C(C)OC(=O)CCCN=C2NS(=O)(=O)c3ccccc32)c1 (centres undefined),4%,/,-1,-5%,-20%,-3%,6%,-1%,/
COc1ccccc1C(=O)N/C(=C\c1cn(S(=O)(=O)N(C)C)c2ccccc12)C(=O)NCCCn1ccnc1,0%,-17%,0,-16%,-12%,-3%,/,-15%,0%
COCc1ccc(C(=O)NC2CCCN(Cc3ccccc3F)C2)o1 (centres undefined),1%,-11%,-7,-17%,-17%,-4%,11%,-2%,0%
C[Si](C)(C)n1ccnc1,-2%,-3%,-11,-14%,2%,-21%,-11%,-11%,1%
COc1ccc(NC(=O)Cn2c(=O)n(Cc3ccccc3OC)c(=O)c3cccnc32)cc1Cl,0%,-14%,-14,-10%,7%,6%,/,-7%,7%
COc1cc(OC)c(OC)cc1CN1CCc2nc(Nc3ccc4c(c3)OCCO4)ncc2C1,-1%,-12%,6,?,0%,-6%[60.1 µM],/,14%,15%
Cc1ccc(CNC(=O)c2ccc(F)c(S(=O)(=O)N3CCOCC3)c2)cc1,2%,/,-6,-19%,-10%,-6%,7%,11%,/
CC(C)(C)/C(O)=C/c1nc2ccccc2oc1=O,4%,-13%,8,6%,-6%,0%,19%,-19%,-18%
Cc1ccsc1C(=O)NCCc1ccco1,-1%,/,-3,-5%,22µM*,?,-27%,-11%,/
COc1ccc(NC(=S)N2CCC(C(=O)c3ccc(OC)cc3)CC2)cc1,5%,8%,-1,-3%,-20%,-7%,11%,-30%,14%
O=C(/C=C/Nc1ccc(S(=O)(=O)Nc2cnc3ccccc3n2)cc1)c1cccnc1,10%,4%,-12,-26%,5%,-8%,-2%,14%,-25%
COc1ccc(Cc2nnc(NC(=O)CSc3ccc(C)cc3)s2)cc1OC,-6%,-14%,-3,0%,-10%,-2%,18%,-12%,22%
CN[C@H]1CCc2cc(OC)c(OC)c(OC)c2-c2ccc(N(C)CC(OC)OC)c(=O)cc21,6%,1%,8,?,-13%,7%,26%,-15%,-19%
COC(=O)CNC(=O)COC(=O)/C=C/c1cccs1,-6%,4%,-2,6%,-10%,-8%,10%,0%,0%
O=C(OCc1nc2ccc(Cl)cc2n1CCO)c1ccc(O)cc1,0%,3%,2,-30%,-16%,-2%,0%,-21%,-26%
CCOC(=O)c1cc(-c2ccc(/C=C3/C(=O)N(c4ccc(C(=O)O)cc4)N=C3C)o2)ccc1Cl,-6%,0%,-2,-12%,18µM*,?,8.4µM*,?,-13%
COc1ccc2c(c1)c(C(=O)N/N=C/c1ccc(Br)cc1)c(C)n2C,-9%,-13%,-3,?,9%,-5%,-5%,-14%,-21%
CCOC(=O)c1ccc(NC(=O)Nc2c(C)nn(C)c2C)cc1,-2%,-13%,2,4%,-1%,9%,3%,-2%,1%
Cc1cc(C)n(CC2CC(=O)N(c3ccccc3)C2=O)n1 (centres undefined),-6%,-2%,-12,343%[activator],-20%,0%,22%,-1%,31%[activator]
CCc1ccc(NC(=O)COc2ccc3c(c2)OCO3)cc1,-4%,-18%,-2,-12%,-16%,2%,5%,-1%,6%
COc1ccccc1NC(=S)NCCc1ccccc1,-2%,-16%,-4,-16%,-17%,-4%,-5%,-11%[11.4 µM],4%
NNC(=S)Nc1cccc(-c2n[nH]c(=S)o2)c1,-10%,3%,-4,35%[activator],79µM*,-30%,-4%,-25%,?

# Arranged by molar mass (lowest first): some entries from above
SMILES,ERG-DNA inh,Apoferritin bind,LDHA block,12-LOX inh,POLH inh,Pol kappa inh,APE1 inh,RGS4 inh,Pol beta inh
NNC(=S)Nc1cccc(-c2n[nH]c(=S)o2)c1,-10%,3%,-4,35%[activator],79µM*,-30%,-4%,-25%,?
COC(=O)CNC(=O)COC(=O)/C=C/c1cccs1,-6%,4%,-2,6%,-10%,-8%,10%,0%,0%
CCc1ccc(NC(=O)COc2ccc3c(c2)OCO3)cc1,-4%,-18%,-2,-12%,-16%,2%,5%,-1%,6%
CCOC(=O)c1ccc(NC(=O)Nc2c(C)nn(C)c2C)cc1,-2%,-13%,2,4%,-1%,9%,3%,-2%,1%
O=C(OCc1nc2ccc(Cl)cc2n1CCO)c1ccc(O)cc1,0%,3%,2,-30%,-16%,-2%,0%,-21%,-26%
COc1ccc2c(c1)c(C(=O)N/N=C/c1ccc(Br)cc1)c(C)n2C,-9%,-13%,-3,?,9%,-5%,-5%,-14%,-21%
CN[C@H]1CCc2cc(OC)c(OC)c(OC)c2-c2ccc(N(C)CC(OC)OC)c(=O)cc21,6%,1%,8,?,-13%,7%,26%,-15%,-19%
CCOC(=O)c1cc(-c2ccc(/C=C3/C(=O)N(c4ccc(C(=O)O)cc4)N=C3C)o2)ccc1Cl,-6%,0%,-2,-12%,18µM*,?,8.4µM*,?,-13%

# Ordered by the number under Pol beta inh (highest first): three from the list above.
compound | Pol beta inh
COc1ccccc1NC(=S)NCCc1ccccc1 | 4%
CCOC(=O)c1ccc(NC(=O)Nc2c(C)nn(C)c2C)cc1 | 1%
COc1ccc2c(c1)c(C(=O)N/N=C/c1ccc(Br)cc1)c(C)n2C | -21%
